Compound activity as filed in PubChem.
Tb hexokinase – blocks Trypanosoma brucei hexokinase 1 activity. recombinant TbHK1, G6PDH-coupled NADH A340. inhibition, % at 10 µM. 220,000 compounds, 0.11% hits;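 active = inhibition of 50% or more in the single-dose primary screen; inactive = inhibition below 50%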
FXIIa inh – factor XIIa (human) inhibition. P00748. purified FXIIa, Boc-QGR-AMC fluorogenic substrate, 2 h. inhibition, % at 5 µM. 220,000 compounds, 0.3% hits; in the data active = inhibition above about 40%;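 also: 0% = enzyme with no compound and 100% = blank without enzyme; many of its hits are not listed in these tables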
FXIa inh 1536 – factor XIa (human) inhibition | P03951 | purified FXIa, Boc-Glu-Ala-Arg-AMC fluorogenic substrate | inhibition, % at 5 µM | 220,000 compounds, 0.14% hits | AID 798;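 active = inhibition of at least 40%; inactive = inhibition below 40%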;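 also: fluorescence of freed AMC excited at 355 nm; 0% = enzyme without compound and 100% = no enzyme blank; many of its hits are not listed in these tables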
Target sequence (P03951 19-387 limits assumed): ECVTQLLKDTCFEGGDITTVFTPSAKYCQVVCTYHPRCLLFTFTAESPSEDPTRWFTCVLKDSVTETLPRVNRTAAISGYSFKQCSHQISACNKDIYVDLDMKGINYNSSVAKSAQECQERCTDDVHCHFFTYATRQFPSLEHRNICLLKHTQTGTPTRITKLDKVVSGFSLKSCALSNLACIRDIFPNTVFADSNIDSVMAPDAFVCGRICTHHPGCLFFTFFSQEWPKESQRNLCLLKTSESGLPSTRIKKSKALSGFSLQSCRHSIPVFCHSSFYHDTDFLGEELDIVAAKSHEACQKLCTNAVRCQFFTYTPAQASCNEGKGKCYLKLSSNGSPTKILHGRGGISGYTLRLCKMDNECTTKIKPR
Target sequence (P03951 388-625 limits assumed): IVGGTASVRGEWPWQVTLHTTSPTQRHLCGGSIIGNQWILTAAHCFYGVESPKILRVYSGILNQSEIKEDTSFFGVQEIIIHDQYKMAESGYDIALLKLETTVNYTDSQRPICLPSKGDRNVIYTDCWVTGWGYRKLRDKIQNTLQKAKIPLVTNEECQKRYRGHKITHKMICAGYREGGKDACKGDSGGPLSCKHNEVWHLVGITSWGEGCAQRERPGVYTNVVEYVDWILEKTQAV
PPC-1+TRAIL kill – compounds killing PPC-1 cancer cells with TRAIL present (potentiator screen, no TRAIL-free arm) | cell killing (% activity), % at 4 µM | PPC-1 cells + TRAIL, ATPLite viability luminescence | AID 1443 | 220,000 compounds, 0.41% hits;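 active = cell killing above 50% in the first pass at 4 µM, then a duplicate retest at 5 µM averaging 50% or more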;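 also: plate controls were cells with TRAIL plus DMSO for no effect and medium-only wells lacking cells for full effect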
L929 necroptosis – blocks zVAD induced death of L929 cells | AID 1377 | L929 zVAD necroptosis rescue, ATP luminescence, 24 h; with zVAD 60 µM | 220,000 compounds, 0.38% hits | viability rescue, % at 10 µM;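 active = activation, scaled between plate controls, above about 75%, limit read from the data; inactive = activation under that limit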;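 also: 0% = zVAD with DMSO and 100% = DMSO alone without zVAD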
TNF death inh – TNF-alpha cell death inhibition in Jurkat FADD-/- cells; 220,000 compounds, 0.068% hits; activation (protection from cell death), % at 10 µM; AID 463075; Jurkat FADD-/- TNF necroptosis rescue, ATP luminescence, 24 h; 0 = TNF only, 100 = no-TNF cells;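 active = activation, meaning protection from cell death, of at least 50% relative to plate controls; inactive = activation below 50%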;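 also: necroptosis triggered by 40 ng/mL TNF-alpha added together with compound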
Wee1 degr inh – inhibitors of human Wee1 degradation. AID 1321. HeLa Luc-Wee1K328M stability, luciferase luminescence; 100% = proteasome inhibitor MG132 effect. P30291. reporter increase, % at 5 µM. 220,000 compounds, 1.2% hits;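 active = activation above the mean of all tested compounds plus 3 SD, set per screening run, cut at about 8.8% in these data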;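 also: cells exposed to compound for 20 h before luminescence read; 0% = DMSO alone and 100% = MG132 at 30 µM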
EP2 antag – blocks the human prostaglandin E2 receptor EP2. C6 glioma cells expressing human EP2, cAMP TR-FRET; cells stimulated with saturating PGE2. 260,000 compounds, 0.52% hits. inhibition, % at 25 µM. P43116;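 active = percent inhibition above 40 after rounding to a whole number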;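 also: rat C6 glioma host cells with rolipram phosphodiesterase inhibitor present; the protocol text gives 20 µM as final concentration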
Target sequence (P43116 whole entry, looked up): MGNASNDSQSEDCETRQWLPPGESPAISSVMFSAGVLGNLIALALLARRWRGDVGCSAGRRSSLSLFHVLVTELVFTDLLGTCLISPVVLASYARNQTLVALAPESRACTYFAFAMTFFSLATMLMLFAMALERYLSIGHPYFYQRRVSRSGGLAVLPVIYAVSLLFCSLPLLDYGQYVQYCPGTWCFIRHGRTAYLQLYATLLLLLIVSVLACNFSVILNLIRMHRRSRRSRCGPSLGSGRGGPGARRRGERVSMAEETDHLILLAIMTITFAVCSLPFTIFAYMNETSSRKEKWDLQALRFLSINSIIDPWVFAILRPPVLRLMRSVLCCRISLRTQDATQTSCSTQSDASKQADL
CHOP inhibitor – inhibitors of CHOP induction in ER stress response; CHO-K1 CHOP-promoter luciferase, tunicamycin-induced, 15-18 h; inhibition, % at 10 µM; 220,000 compounds, 3.8% hits; AID 2732;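 active = compounds that reduced the stress-induced luciferase reporter signal by more than about 70% of percent inhibition, limit read from the data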;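 also: 0% = tunicamycin plus vehicle and 100% = wells without tunicamycin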
Active calls of the source: *; / = no result given; & = joins results of further samples. The list is partial; the hit share may differ from the screen's.

The opening five entries, ahead of the listing:
SMILES	Tb hexokinase	FXIIa inh	FXIa inh 1536	PPC-1+TRAIL kill	L929 necroptosis	TNF death inh	Wee1 degr inh	EP2 antag	CHOP inhibitor
COc1ccc(C(=O)Nc2nc3cc4c(cc3s2)OCO4)c(OC)c1	-56	-6	-4	34	0.6	2.5	7	7	-34
O=C(CSc1ccc2nnc(-c3ccc(F)cc3)n2n1)NCC1CCCO1 (stereo not given)	8	-2	-6	2	-0.4	-0.5	0	5	/
Cc1ccc(-c2nc(SCC(=O)N(C)C3CCS(=O)(=O)C3)[nH]c2-c2ccc(C)cc2)cc1 (stereo not given)	-10	3	-8	-1	0.3	0.4	-1	3	21
COc1ccc(N=C2SCC(c3ccccc3)=NN2C)cc1	-17	9	2	-14	0.6	-6.0	-2	8	17
Cc1ccc(NC(=O)CSc2nnc(-c3cccs3)n2Cc2ccco2)cc1	1	4	3	7	-0.3	0.2	0	4	18

All compounds of this part, repeating the preview:
SMILES	Tb hexokinase	FXIIa inh	FXIa inh 1536	PPC-1+TRAIL kill	L929 necroptosis	TNF death inh	Wee1 degr inh	EP2 antag	CHOP inhibitor
COc1ccc(C(=O)Nc2nc3cc4c(cc3s2)OCO4)c(OC)c1	-56	-6	-4	34	0.6	2.5	7	7	-34
O=C(CSc1ccc2nnc(-c3ccc(F)cc3)n2n1)NCC1CCCO1 (stereo not given)	8	-2	-6	2	-0.4	-0.5	0	5	/
Cc1ccc(-c2nc(SCC(=O)N(C)C3CCS(=O)(=O)C3)[nH]c2-c2ccc(C)cc2)cc1 (stereo not given)	-10	3	-8	-1	0.3	0.4	-1	3	21
COc1ccc(N=C2SCC(c3ccccc3)=NN2C)cc1	-17	9	2	-14	0.6	-6.0	-2	8	17
Cc1ccc(NC(=O)CSc2nnc(-c3cccs3)n2Cc2ccco2)cc1	1	4	3	7	-0.3	0.2	0	4	18
COc1cc(/C=N/NS(=O)(=O)c2ccc(C)c([N+](=O)[O-])c2)ccc1O	-17	6	-4	16	0.5	0.4	8	8	6
N#CCSc1nc2c(cc1C#N)CCCC2	-2	5	-10	3	-0.2	-3.7	-4	10	-15
COc1cc(-c2nnco2)cc(OC)c1OC	9	47*	34	17	1.3	0.5	-4	13&-1	10
Cc1ccc(C2/C(=C(/O)c3cnn(-c4ccccc4)c3C)C(=O)C(=O)N2CCCN2CCOCC2)o1 (stereo not given)	-13	13	1	10	-0.4	0.4	-4	3	0
CCOC(=O)C1CCN(C(=O)CCCOc2ccccc2)CC1	-9	16	10	16	1.1	1.4	2	-1	13
COc1cccc(OCC(=O)NNC(=O)Cc2cccs2)c1	30	4	-2	0	1.4	1.2	-2	7&17	0
Cc1ccc(CCNC(=O)C2CCN(S(=O)(=O)c3cccc4nsnc34)CC2)cc1	-6	12	9	-3	0.1	-0.5	-1	26	26
CCc1nnc(NC(=O)CCC(=O)N2CCN(Cc3cc(Cl)ccc3OC)CC2)s1	0	7	-4	8	0.1	-3.0	1	14	22
COc1ccc(OC)c([N+](=O)[O-])c1C(N)=O	7	10	0	1	-0.5	-0.7	0	6	9
Cc1ccc(N(C(=O)c2ccn[nH]2)C(C(=O)NC2CCCC2)c2cccs2)cc1 (stereo not given)	4	3	-7	11	-0.4	-0.8	0	6&5	-15
CC12CC(NC(=O)N1c1cccc(C(=O)NCc3ccc4c(c3)OCO4)c1)c1cc(Cl)ccc1O2 (stereo not given)	-3	2	-2	14	3.9	-6.1	-1	20	52
COC(=O)c1cnn(-c2ccc(C)c(C)c2)c1-n1cccc1	-4	17	16	/	-0.8	-1.3	0	3	23
O=C(N/N=C/c1ccco1)c1cccc(N2CCCC2=O)c1	5	8	-1	-7	-0.9	0.7	2	12	20
CC(C)Sc1nc(NCc2ccco2)c2c3c(sc2n1)COC(C)(C)C3	-6	20	6	3	-0.1	-1.2	2	9	10
O=C(O)c1cccc(Cn2cc(Cl)cn2)c1	7	12	-1	0	-0.2	-0.5	2	8	20
COc1ccc(C)cc1N(CC(=O)N/N=C/c1ccc2c(c1)OCO2)S(C)(=O)=O	-23	7	-1	14	1.7	-0.4	1	5	13
O=S(=O)(NCC(Nc1ccc(Cl)cc1)c1ccccc1)c1ccc(Cl)cc1 (stereo not given)	20	11	2	48	0.6	1.8	0	10	108*
COc1cc(OC)cc(C(=O)NCC(=O)OCc2nc3ccccc3s2)c1	-2	6	0	-4	18	0.0	-2	10	-18
Cc1ccc2nc(SCC(=O)Nc3cc(C(C)(C)C)nn3-c3ccccc3)[nH]c2c1	8	17	8	2	6.0	3.1	0	9	72*
Cc1ccccc1C(=NC(=O)c1ccccc1)c1ccccc1	0	0	-4	11	-0.4	-4.5	-3	17	72*
CC(C)c1nc(SCC(=O)Nc2ccc3c(c2)OCCO3)n[nH]1	-2	10	-4	30	-0.5	-0.1	3	11	6
O=C(CN1C(=O)C2C3C=CC(C3)C2C1=O)NCCN1CCCc2ccccc21 (stereo not given)	-2	7	-5	19	-0.2	-2.1	1	/	36
CCCCCCCOC(=O)C[N+](C)(C)CCOC1CC2CCC1(C)C2(C)C (stereo not given)	44	19	7	-1	2.1	-1.6	2	9	93*
CSc1ccc(C2NC(=O)c3c(sc4c3CCN(C)C4)N2)cc1 (stereo not given)	-16	6	9	10	0.8	-1.1	0	/	-9
CN1CCc2nc(SCC(=O)Nc3ccc(OC(F)(F)F)cc3)c(C#N)c(-c3cccs3)c2C1	4	8	-4	45	0.2	3.9	1	10	19

Two entries from above in another layout.
| SMILES | Tb hexokinase | FXIIa inh | FXIa inh 1536 | PPC-1+TRAIL kill | L929 necroptosis | TNF death inh | Wee1 degr inh | EP2 antag | CHOP inhibitor |
| --- | --- | --- | --- | --- | --- | --- | --- | --- | --- |
| CC(C)c1nc(SCC(=O)Nc2ccc3c(c2)OCCO3)n[nH]1 | -2 | 10 | -4 | 30 | -0.5 | -0.1 | 3 | 11 | 6 |
| COc1cc(OC)cc(C(=O)NCC(=O)OCc2nc3ccccc3s2)c1 | -2 | 6 | 0 | -4 | 18 | 0.0 | -2 | 10 | -18 |

Later entries
SMILES	Tb hexokinase	FXIIa inh	FXIa inh 1536	PPC-1+TRAIL kill	L929 necroptosis	TNF death inh	Wee1 degr inh	EP2 antag	CHOP inhibitor
O=C(CN1CCN(c2nc(-c3ccccc3)cs2)CC1)Nc1ccc2c(c1)OCO2	-3	5	6	9	0.1	-1.7	3	6	-5
O=C(COC(=O)C(O)c1ccccc1)c1ccc2c(c1)OCCO2 (stereo not given)	-1	15	5	6	0.2	-2.6	8	4	24
O=C(CCS(=O)(=O)c1cccc2nonc12)N1CC(=O)N(CCc2ccccc2)C(=O)C1	1	-14	-8	1	0.7	0.4	0	9	73*
O=C(CSc1nc2ccccc2o1)NCc1ccco1	6	5	-6	-16	0.0	-2.8	-1	6	0
O=C(Nc1nnc(-c2ccco2)s1)c1ccccc1	-29	17	2	13	2.4	0.4	-2	46*	-12
O=C(NCc1ccco1)c1ccc(-c2csnn2)cc1	-1	8	6	16	1.5	1.0	3	21	8
COc1ccccc1C1(O)CCN(CC(=O)Nc2c(C)nn(C)c2C)CC1	0	25	14	4	-1.5	0.2	0	11	20
COC(=O)C1=C(C)NC(=O)/C1=C\c1cccs1	-25	-6	-3	12	0.9	-1.0	4	10	-3
O=C(C[n+]1cc(-c2ccc(F)cc2)n2c1CCC2)N1c2ccccc2Sc2ccccc21	15	9	5	21	2.6	0.5	0	4	-5
O=C(NCC(=O)N(c1cccnc1)C(C(=O)NC1CCCCC1)c1cccnc1)c1ccco1 (stereo not given)	4	13	12	-9	-0.2	-1.9	6	9	-1
Cc1ccc2cc3cc(C(=O)N4CCCCCC4)oc3nc2c1	3	18	1	40	6.8	1.0	7	/	-11
O=c1c2c3c(sc2nc2sc(CN4CCCCC4)cn12)CCCC3	-2	12	0	13	-0.7	-1.3	-3	/	45
CCN1CCN(C(c2ccc(OC)c(OC)c2)c2nnnn2C(C)(C)C)CC1 (stereo not given)	-5	8	0	23	2.1	2.0	-2	9	-12
O=C(CN1C(=O)c2ccccc2S1(=O)=O)NC(Nc1ccccc1F)C(Cl)(Cl)Cl (stereo not given)	1	8	2	44	0.7	-0.1	1	6	15
COc1cccc(OC)c1C(=O)Nc1ccc(C)cc1C(=O)c1ccccc1	5	10	4	2	-0.1	-4.4	0	9	5
O=C(CSc1nc(O)c(C2CCCCC2)c(=O)[nH]1)Nc1ccc(Cl)cc1	-1	14	2	0	2.0	1.9	-1	9&13	34
COc1cc(NC(=O)c2cccs2)c(C(=O)OCC(=O)NC(=O)NC(C)(C)C)cc1OC	-7	-17	-7	0	0.4	-0.5	2	12	52
c1ccc(Sc2ncnc3c2oc2ccccc23)nc1	-19	-10	4	16	-1.2	-6.3	3	6	32
Cc1ccc(Cl)cc1N1CCN(C(=O)Cc2csc(Nc3nc(=S)[nH]c4ccccc34)n2)CC1	-8	12	1	10	-1.5	-2.0	0	11	84*
CN(C)CCCNS(=O)(=O)c1ccc(Cl)s1	6	3	-5	6	0.0	0.1	1	1	7
Cc1ccc(CCNC(=O)CCS(=O)(=O)c2ccc(Br)cc2)cc1	4	5	4	-10	3.8	0.9	0	7	0
CCN(Cc1cnn(C)c1)Cc1nc(C2(c3ccc(C)cc3)CCCC2)no1	-9	8	3	4	-0.7	-1.8	-2	0	18
COc1nc(Nc2ccc(OC)c(Cl)c2)nc(OC)n1	7	7	-4	0	1.3	0.0	-1	14	5
COC(=O)c1ccccc1NC(=O)Cn1cnc2c(cnn2-c2ccccc2)c1=O	4	-4	-6	-23	1.2	1.1	6	6	27
CCOC(=O)N/N=C/c1ccc(Oc2ccccc2)cc1	2	/	-5	-9	15	-0.3	0	8	44
COc1ccc(N(Cc2ccccc2)S(=O)(=O)c2cccc(C(=O)O)c2)cc1	-9	1	-10	30	0.4	-0.7	0	7	3
Cc1ccc(NC(=O)Nc2ccc(C(=O)N3CCOCC3)cc2)cc1	-3	17	6	16	37	0.7	-2	8	7
CCN(Cc1ccccc1)C(=O)CCc1nc(-c2ccc(C)cc2)no1	-3	4	-3	7	-0.2	-0.1	5	8	71*
CCOC(=O)c1ccc(Oc2nc(NC)nc(SC)n2)cc1	-8	4	-16	15	-0.3	-5.7	0	7	57
Cc1cccc(CN(CC(=O)N/N=C/c2cccs2)S(=O)(=O)c2ccc(Cl)cc2)c1	7	15	17	23	1.1	0.1	-1	10	78*
O=C(Cn1cnc2c(oc3ccccc32)c1=O)N1CCN(c2ccccc2)CC1	-6	13	-1	13	0.5	0.1	0	/	37
CC1(C)OC(=O)C(=CNc2ncccn2)C(=O)O1	52*	12	-4	-1	-0.2	0.6	6	17	28
OC(c1cccnc1)c1cccs1 (stereo not given)	2	-4	4	5	-0.1	-0.5	-1	7	21
CCN(c1cccc(C)c1)C(C(=O)Nc1ccc(OC)cc1)c1cc2c(cc1[N+](=O)[O-])OCO2 (stereo not given)	27	10	3	32	0.4	1.2	5	5	18
NS(=O)(=O)c1ccc(CCNC(=O)CSc2nnc3ccccn23)cc1	9	12	8	8	-0.9	-0.2	0	6	2
COC(=O)C1C2C=CC3(CN(CC4CCCO4)C(=O)C13)O2 (stereo not given)	-1	16	3	12	-0.1	-0.8	2	15&11	15
O/C(=C\Sc1nnc(Cc2ccccc2)o1)c1ccc(Br)cc1	5	12	3	36	0.8	0.1	-2	7	35
O=C(COc1ncnc2ccccc12)N1CCN(S(=O)(=O)c2ccc(Cl)cc2)CC1	0	7	-13	11	1.4	-0.1	-1	3	38
CN1Cc2ccccc2N(CC(=O)NCc2ccccc2)C1=O	-3	3	-4	4	-0.6	-0.3	1	12	-7
Cc1cccc(C(O)(C(=O)NNc2ccc3ccccc3n2)c2cccc(C)c2)c1	1	-9	-9	19	-0.3	-5.7	-1	9	25
O=C(CCCC(=O)OCC(Cl)=C(Cl)Cl)Nc1cccc2ccccc12	4	8	5	0	1.6	2.4	1	2	34
